# Luc counter = blocks Kinase-Glo luciferase, a counter-screen artifact | Q27757 | Kinase-Glo luciferase, ATP luminescence, 8 min | Potency, µM (top dose mostly 38.3 µM), for inactives: at the highest dose activity change, negative = inhibition, actives largely listed as inhibitors | 0.28% of 200,000 active; also: % is scaled to controls: 0 for no effect and ±100 for the full control effect; nearly all actives have a fitted effect of over 60% in size
#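 Substrate mix (final 50 mM imidazole pH 7.2, 50 mM KCl, 7 mM MgCl2, 10 uM ATP, 0.01% Tween 20, 0.05% BSA) plus pin-tool compound, then Kinase-Glo detection mix; 8 min ambient, luminescence read.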
# KDM4E inh = inhibitors of human JMJD2E histone demethylase | B2RXH2 | JMJD2E catalytic domain, FDH-coupled NADH fluorescence (FDH is formaldehyde dehydrogenase) | Potency, µM (series often up to 57.1 µM), for inactives: at the top dose activity change, negative = inhibition, most hits filed as inhibitors | 1.6% of 230,000 active; active = well fitted inhibition curve with a large enough effect, not every such curve was filed as active; inconclusive = small, poorly fitted or top-dose-only effect, or another doubt; inactive = no such curve, though single readings can be large or run the other way;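 also: 0% = wells with enzyme and -100% = buffer wells without enzyme; nearly all actives have a fitted effect of over 50% in size; many of its hits are not listed in these tables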
# L3MBTL1 inh = blocks human L3MBTL1; AlphaScreen L3MBTL1–H3K9me1 peptide binding; Potency, µM (series often up to 57.1 µM), inactives show at the top dose activity, negative = inhibition, actives largely listed as inhibitors; 0.66% of 230,000 active; also: % is scaled to controls: 0 for no effect and ±100 for the full control effect; nearly all actives have a fitted effect of over 60% in size
# Target sequence (Q9Y468 whole entry, looked up): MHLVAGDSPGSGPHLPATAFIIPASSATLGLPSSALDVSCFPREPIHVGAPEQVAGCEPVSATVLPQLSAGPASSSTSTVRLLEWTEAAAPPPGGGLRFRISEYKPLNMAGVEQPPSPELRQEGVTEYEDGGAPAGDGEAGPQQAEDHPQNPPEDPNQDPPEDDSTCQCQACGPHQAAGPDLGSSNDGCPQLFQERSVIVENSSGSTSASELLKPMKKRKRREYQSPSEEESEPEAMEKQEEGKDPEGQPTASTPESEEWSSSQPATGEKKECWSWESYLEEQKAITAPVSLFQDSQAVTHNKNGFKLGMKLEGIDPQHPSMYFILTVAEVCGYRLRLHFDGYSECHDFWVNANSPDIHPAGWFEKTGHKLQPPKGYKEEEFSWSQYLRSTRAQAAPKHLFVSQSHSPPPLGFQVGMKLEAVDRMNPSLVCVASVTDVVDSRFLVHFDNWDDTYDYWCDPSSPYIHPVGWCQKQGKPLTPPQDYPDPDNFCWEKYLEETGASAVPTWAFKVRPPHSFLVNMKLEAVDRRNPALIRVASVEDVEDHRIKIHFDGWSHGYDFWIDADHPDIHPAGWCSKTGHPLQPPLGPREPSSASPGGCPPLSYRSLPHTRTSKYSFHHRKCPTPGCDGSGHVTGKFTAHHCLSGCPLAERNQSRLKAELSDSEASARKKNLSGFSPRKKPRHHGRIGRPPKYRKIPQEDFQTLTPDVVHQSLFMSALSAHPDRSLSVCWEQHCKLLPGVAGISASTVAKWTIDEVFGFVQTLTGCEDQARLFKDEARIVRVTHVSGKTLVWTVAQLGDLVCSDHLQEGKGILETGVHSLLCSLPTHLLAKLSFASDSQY
#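 L3MBTL1 50 nM + b-AHA-H3(1-15)K9me1 75 nM, 30 min RT; compound added, 30 min RT; streptavidin donor/Ni-chelate acceptor beads 10 ug/mL each final, 30 min RT dark; AlphaScreen read.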
# RECQ1 helicase = blocks DNA unwinding by human RECQ1; RECQ1 DNA unwinding, red fluorescence kinetic read; Potency, µM (top dose mostly 57.3 µM), for inactives: top-dose activity, negative = inhibition, actives largely listed as inhibitors; 0.54% of 240,000 active; AID 2549;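 also: plate controls were vehicle for no effect and no enzyme for full effect; nearly all actives have a fitted effect of over 30% in size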
#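 50 nM RECQ1T1 preincubated 15 min with compound in Tris pH 8.0 buffer with MgCl2, DTT, Tween-20 and 2.5 ug/ml poly(dI-dC); started with 200 nM TAMRA/BHQ-2 forked duplex and 2 mM ATP. Unwinding read as fluorescence (525/598 nm), two reads 2 h apart.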
# ALDH1A1 inh = ALDH1A1 (human) enzyme inhibition. Purified ALDH1A1, NADH fluorescence, propionaldehyde substrate. Potency, µM (top dose mostly 75.3 µM), inactives show top-dose activity, negative = inhibition, hits mostly inhibitors. 7.3% of 220,000 active; active = well fitted inhibition curve with a large enough effect, not every such curve was filed as active; inconclusive = small, poorly fitted or top-dose-only effect, or another doubt; inactive = no such curve, though single readings can be large or run the other way;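 also: plate controls were no enzyme wells and a reference inhibitor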
# Tau fibril ThT = tau fibrillization inhibition (ThT binding) | 2.1% of 270,000 active | recombinant tau K18 P301L, heparin-induced fibrillization, ThT fluorescence | P10636 | Potency, µM (doses to about 57.4 µM), inactives show top-dose activity, negative = inhibition, most hits filed as inhibitors; also: % is scaled to controls: 0 for no effect and ±100 for the full control effect; nearly all actives have a fitted effect of over 55% in size
# Target sequence (P10636 561-689 P618L limits assumed): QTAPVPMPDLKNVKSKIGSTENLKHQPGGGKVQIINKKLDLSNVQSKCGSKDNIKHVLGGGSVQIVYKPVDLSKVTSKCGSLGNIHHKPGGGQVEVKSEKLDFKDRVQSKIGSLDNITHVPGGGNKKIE
#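 Using a mix of unlabeled (15 uM) and Alexa 594-labeled (0.24 uM) tau K18 P301L, heparin-triggered fibrillization over 6 hr at 37 C was scored by ThT fluorescence.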
# Lamin A splicing = modulators of lamin A splicing. Potency, µM (highest dose often 46.1 µM), for inactives: at the top dose ratio change, negative = inhibition, usual class: inhibitors. 0.01% of 200,000 active. HeLa LMNA splicing GFP/RFP minigene ratio, 48 h; active = well fitted inhibition curve with a large enough effect in the signal ratio, with a control signal flat, not every such curve was filed as active; inconclusive = small, poorly fitted or top-dose-only effect, or effect the other way, or a change in a side signal; the % refers to the signal ratio; also: % is scaled to controls: 0 for no effect and ±100 for the full control effect
#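 Read-out is the ratio of GFP to DsRed2 object intensity, acquired by 488 nm laser-scanning cytometry on HeLa lamin A-EGFP minigene reporter cells. Compound incubation 48 hrs at 37 °C in Opti-MEM with 2% FBS; DMSO 0.5% final.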
# SMN2 splice up = SMN2 splice variant enhancement | 2.8% of 210,000 active | HEK293 SMN2-luciferase splicing reporter, luminescence, 30-36 h | Potency, µM (series often up to 46.1 µM), without a hit: at the top dose activity change, positive = activation, usual class: activators; also: % of control where 0% means no effect; nearly all actives have a fitted effect of over 55% in size
#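 HEK293 cells carry an SMN2 minigene-luciferase reporter in which exon 7 inclusion puts luciferase in frame. Cells were seeded at 2000 cells/well, attached for 10-12 hours, then exposed to compounds for 30-36 hours at 37C before ONE-Glo luminescence.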
# The depositor's hits bear a star; i = inactive; ? = inconclusive; · = not tested or not shown; [ ] = remark or other dose. Unless noted, calls follow the shape of the dose curve; as a rule, active = well fitted curve in the direction sought with a large enough effect; inconclusive = small, poorly fitted or top-dose-only effect, or another doubt; inactive = no such curve, though single readings can be large; an effect the other way counts as inactive or inconclusive. Potency is read from the fitted curve at half-maximal effect. The list is partial. The share of hits here may be higher or lower than overall.
[1] CCc1ccccc1S(=O)(=O)Cc1ccc(C(=O)NCc2ccc3c(c2)OCO3)o1
[2] O=C1CCCC(=O)N1c1ccc(NCCOCCO)c([N+](=O)[O-])c1
[3] CN(C)c1ccc(/C=N/NC(=O)CCC(=O)NCc2ccccc2)cc1
[4] CN(C)C=Nc1nonc1-c1ccc(Cl)cc1
[5] O=C(CN(Cc1ccc(F)cc1)C(=O)Cn1nnc2ccccc21)NCC1CCCO1 (stereo unspecified)
[6] CC(=O)c1cccc(NS(=O)(=O)c2cc(OCC(N)=O)c(C)cc2Cl)c1
[7] COc1ccc(S(=O)(=O)N2CCCC(C(=O)NC3CCCCC3)C2)cc1 (stereo unspecified)
[8] C=C(CO)C1Cc2c(ccc3c(=O)c4c(oc23)COc2cc(OC)c(OC)cc2-4)O1 (stereo unspecified)

assay / entry,1,2,3,4,5,6,7,8
Luc counter,1%,-4%,1%,·,2%,7%,0%,0%
KDM4E inh,1%,-2%,?,-4%,0%,-2%,3%,-22%
L3MBTL1 inh,·,·,-8%,18%,8%,1%,·,·
RECQ1 helicase,-10%,-13%,-3%,8%,0%,-5%,i,-4%
ALDH1A1 inh,?,-3%,?,1%,4%,8%,8%,-11%
Tau fibril ThT,-12%,?,-18%,-7%,5%,3%,-5%,?
Lamin A splicing,0%,·,-8%,·,-5%,?,6%,·
SMN2 splice up,-1%,-18%,8%,·,9%,0%,-18%,·

# A draw from above in order of SMILES length, lowest first.
[7] COc1ccc(S(=O)(=O)N2CCCC(C(=O)NC3CCCCC3)C2)cc1 (stereo unspecified)
[6] CC(=O)c1cccc(NS(=O)(=O)c2cc(OCC(N)=O)c(C)cc2Cl)c1
[1] CCc1ccccc1S(=O)(=O)Cc1ccc(C(=O)NCc2ccc3c(c2)OCO3)o1
[8] C=C(CO)C1Cc2c(ccc3c(=O)c4c(oc23)COc2cc(OC)c(OC)cc2-4)O1 (stereo unspecified)

assay / entry,7,6,1,8
Luc counter,0%,7%,1%,0%
KDM4E inh,3%,-2%,1%,-22%
L3MBTL1 inh,·,1%,·,·
RECQ1 helicase,i,-5%,-10%,-4%
ALDH1A1 inh,8%,8%,?,-11%
Tau fibril ThT,-5%,3%,-12%,?
Lamin A splicing,6%,?,0%,·
SMN2 splice up,-18%,0%,-1%,·

# New compounds follow:
[9] O=C(O)CC(CNS(=O)(=O)c1cccc2nsnc12)c1ccccc1 (stereo unspecified)
[10] COc1ccc(C(C)(C)C)cc1NC(=O)Nc1ccc2c(c1)OCO2
[11] O=C(Nc1ccccc1NC(=O)NC1CCCCC1)NC1CCCCC1
[12] CCOC(=O)c1c(CN2CCCCC2)n(C)c2cc(Br)c(O)c(CN(C)C)c12
[13] Cc1ccc(-c2c3c([nH]c(=S)c2C#N)CCCC3)o1
[14] O=C(N/N=C/c1cc(O)ccc1[N+](=O)[O-])c1ccc2c(c1)OCCO2
[15] COc1ccc(NC(=S)NC2CCS(=O)(=O)C2)cc1 (stereo unspecified)
[16] Cc1nc2sc(C(=O)OC(C)C)c(N)c2c(C)c1C

assay / entry,9,10,11,12,13,14,15,16
Luc counter,4%,3%,-2%,0%,6%,·,-1%,0%
KDM4E inh,-9%,-2%,6%,-27%,28µM*,-2%,7%,?
L3MBTL1 inh,·,-14%,4%,-11%,?,1%,4%,73%[activator]
RECQ1 helicase,-13%,?,-11%,-13%,?,?,-7%,-9%
ALDH1A1 inh,10%,5%,5%,?,7.9µM*,·,9%,?
Tau fibril ThT,2%,?,1%,?,22µM*,?,4%,5%
Lamin A splicing,-6%[9.22 µM],?,8%,?,9%,·,-2%,-21%[46 µM]
SMN2 splice up,-12%,-10%,-78%[inhibitor],11%,-14%,·,25%,28%

[17] Cc1cc(C(=O)N2CCCCCC2)cs1
[18] O=C(c1cccs1)N1CCN(C/C=C/c2ccccc2)CC1
[19] Cc1ccc(S(=O)(=O)N2CCOC2CNC(=O)C(=O)NCc2ccco2)cc1 (stereo unspecified)
[20] Cc1ccc(C2=N/C(=C\N(C)C)C(=O)O2)cc1
[21] O=C(CCc1nc2ccccc2c(=O)[nH]1)OCc1cccc(C(F)(F)F)c1
[22] Fc1ccccc1OCCSc1nnnn1-c1ccccc1
[23] COc1cc(CCNC(C)=O)c(C(=O)/C=C/c2cccc(OC)c2OC)cc1OC
[24] O=C(CCC1N=C2c3ccccc3N=C(SCc3ccccc3Cl)N2C1=O)NCc1ccco1 (stereo unspecified)

assay / entry,17,18,19,20,21,22,23,24
Luc counter,3%,-3%,1%,-1%,-2%,-5%,1%,-2%
KDM4E inh,0%,4%,3%,-7%,9%,0%,-17%,?
L3MBTL1 inh,9%,·,2%,·,3%,41%[activator],·,-1%
RECQ1 helicase,-1%,-2%,9%,1%,0%,14%,8%,-4%
ALDH1A1 inh,-5%,?,?,3%,0%,1.9µM*,-2%,?
Tau fibril ThT,-8%,-3%,-3%,-19%,-3%,3%,-14%,?
Lamin A splicing,-1%,-21%,19%,-4%,-5%,?,·,?
SMN2 splice up,-26%,13%,-8%,16%,6%,3.2µM*,-48%[inhibitor],-4%

[25] Cc1cccc(N2CCN(C(c3ccncc3)c3nnnn3C(C)(C)C)CC2)c1C (stereo unspecified)
[26] CCOC(=O)N1CCC(N2C(=O)c3ccccc3C2Nc2ccccc2)CC1 (stereo unspecified)
[27] CCC(=O)Nc1nonc1-c1nc2ccccc2n1Cc1ccccc1
[28] COc1ccccc1-c1cn(S(=O)(=O)c2ccc(C)cc2)nc1N
[29] O=C(CSc1ncccn1)N/N=C/c1ccccc1[N+](=O)[O-]
[30] CC(C)N(Cc1ccccc1)C(=S)NCc1ccccc1
[31] CCOC(=O)N1CCN(C(=O)c2cc3c(=O)[nH]c4ccccc4c3s2)CC1
[32] CN1CCN(/C=N/c2c(C#N)cnn2C)CC1

assay / entry,25,26,27,28,29,30,31,32
Luc counter,2%,0%,1%,3%,11%,3%,2%,-1%
KDM4E inh,-12%,4%,?,8%,9%,1%,?,-5%
L3MBTL1 inh,-2%,·,28%[11.4 µM],5%,·,7%,9%,1%
RECQ1 helicase,-3%,-5%,-7%,i,-4%,-4%,i,-5%
ALDH1A1 inh,-3%,?,?,-7%,-11%,-10%,?,8%
Tau fibril ThT,6%,-13%,-13%,-1%,5%,-4%,?,-5%
Lamin A splicing,·,-4%,-14%,-2%,?,?,-9%,8%
SMN2 splice up,0%,-7%,?,-34%[inhibitor],-27%,-7%,-8%,?

[33] CN(C)c1cccc2c1c(NC(=O)Nc1ccc(Cl)cc1Cl)nn2C
[34] O=C(CSc1ncnc2scc(-c3ccc(Cl)cc3)c12)NCc1ccc2c(c1)OCO2
[35] COc1ccc(OCCC(=O)OCC(=O)NC(=O)NC(C)(C)C)cc1
[36] CCN(Cc1ccccc1)c1c(C(=O)O)cnc2c1cnn2C
[37] Nc1nnc(-c2ccccc2Cl)s1
[38] COc1ccc(/C=C2\SC(=O)N(CCC(=O)Nc3ccccc3)C2=O)cc1OC
[39] CC(=O)Nc1cccc(NC(=O)CSc2ncc(-c3ccc(Cl)cc3)n2Cc2ccco2)c1
[40] CCN(CC)C(=O)CSc1nc2ccccc2c(=O)n1CCC(=O)NCCc1ccc(OC)c(OC)c1

assay / entry,33,34,35,36,37,38,39,40
Luc counter,·,4%,-3%,4%,-1%,3%,4%,3%
KDM4E inh,-6%,7%,-4%,2%,?,2%,-18%,3%
L3MBTL1 inh,6%,-3%[11.4 µM],·,9%,-2%,10%,-22%[11.4 µM],·
RECQ1 helicase,24%,-2%,?,i,5%,4%,-7%,-1%
ALDH1A1 inh,-3%,3%,-2%,-6%,?,1%,-10%,?
Tau fibril ThT,?,-3%,-11%,-4%,3%,-1%,?,0%
Lamin A splicing,?,?,5%,-21%[46 µM],11%,?,-11%,·
SMN2 splice up,·,-18%,-2%,-9%,4%,2%,-34%[inhibitor],-43%[inhibitor]

[41] O=C(Nc1ccccc1N1CCCCC1)c1ccc(-c2ccc(Cl)cc2)o1
[42] O=c1/c(=C\c2ccc3c(c2)OCO3)sc2n1CCCN=2
[43] Nc1nc2nonc2nc1N
[44] Cc1cc(C)cc(OC(=O)C23CCC(C)(C(=O)O2)C3(C)C)c1 (stereo unspecified)
[45] O=[N+]([O-])c1ccc(CN2CCOCCOCCN(Cc3ccc([N+](=O)[O-])cc3)CCOCC2)cc1
[46] COc1ccc(-c2nnc(SCC(=O)Nc3sc4c(c3C#N)CCC4)n2CC2CCCO2)cc1 (stereo unspecified)
[47] COc1cc(C2C(C#N)=C(N)Oc3cc(C)n(CC4CCCO4)c(=O)c32)cc2c1OCO2 (stereo unspecified)
[48] CSC(=NC#N)N1CCN(c2ccccn2)CC1

assay / entry,41,42,43,44,45,46,47,48
Luc counter,-2%,-27%,·,0%,-2%,-4%,0%,0%
KDM4E inh,?,-12%,-4%,-6%,-25%,5%,-24%,-2%
L3MBTL1 inh,2%,5%,2%,-1%[11.4 µM],-11%,2%,0%,7%
RECQ1 helicase,2%,-2%,7%,-7%,-2%,-12%,i,6%
ALDH1A1 inh,i,?,15%,-2%,?,-14%,25µM*,18µM*
Tau fibril ThT,?,?,-4%,-4%,?,-11%,2%,?
Lamin A splicing,?,16%,·,4%[46 µM],?,-24%,2%,·
SMN2 splice up,-21%,?,·,-1%,-58%[inhibitor],-18%,2%,-4%

[49] COC(C(=O)NC1CCCCCCC1)c1ccccc1 (stereo unspecified)
[50] CCCCNC(=O)N1CCOCCOCCN(C(=O)NCCCC)CCOCC1
[51] Cc1cc(C)cc(-n2c(C)cc(C(=S)N3CCOCC3)c2C)c1
[52] Cn1cccc1C(=O)OCC(=O)c1cc2ccccc2o1
[53] Cc1cccc(CNc2cc(-c3ccc(C(=O)N(C)C)cc3)ncn2)c1

assay / entry,49,50,51,52,53
Luc counter,0%,-10%,2%,-6%,-5%
KDM4E inh,11%,-2%,-1%,-2%,?
L3MBTL1 inh,3%,·,-21%,-11%,·
RECQ1 helicase,i,i,2%,i,-7%
ALDH1A1 inh,8%,9%,-11%,?,?
Tau fibril ThT,-2%,-10%,0%,?,-6%
Lamin A splicing,5%,8%,-6%,-2%,-2%
SMN2 splice up,-2%,17%,-39%[inhibitor],5%,-13%
